# TNAP Pi inh: blocks human TNAP phosphate release | P05186 | purified TNAP, pNPP, malachite green phosphate absorbance | inhibition, % at 20 µM | 21,000 tested, under 10 active | AID 614
# Target sequence (P05186 whole entry, looked up): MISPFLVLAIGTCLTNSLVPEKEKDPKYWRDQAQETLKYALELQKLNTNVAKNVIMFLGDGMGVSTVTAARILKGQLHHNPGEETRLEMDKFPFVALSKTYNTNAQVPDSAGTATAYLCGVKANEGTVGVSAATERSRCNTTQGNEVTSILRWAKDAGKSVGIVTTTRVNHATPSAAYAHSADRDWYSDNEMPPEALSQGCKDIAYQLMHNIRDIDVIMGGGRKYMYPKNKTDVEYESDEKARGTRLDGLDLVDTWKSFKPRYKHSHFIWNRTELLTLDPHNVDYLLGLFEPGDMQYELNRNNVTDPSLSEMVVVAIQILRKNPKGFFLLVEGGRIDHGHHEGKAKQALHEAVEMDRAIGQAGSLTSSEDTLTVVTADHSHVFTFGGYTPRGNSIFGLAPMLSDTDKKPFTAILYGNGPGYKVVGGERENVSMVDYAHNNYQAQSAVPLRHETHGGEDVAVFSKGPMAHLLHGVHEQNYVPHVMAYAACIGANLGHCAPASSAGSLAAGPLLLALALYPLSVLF
# TNAP inh pNP: human TNAP inhibition, p-nitrophenol detection | P05186 | purified TNAP, pNPP hydrolysis, absorbance 405 nm | inhibition, % at 20 µM | 21,000 tested, under 10 active | AID 615;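 also: 0% = DMSO only wells and 100% = 1 mM levamisole wells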
# Starred values were filed as active, the others as inactive.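 The calls were made as follows: active = inhibition above 50% at the 20 µM single-dose screen; inactive = the rest.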
SMILES,TNAP Pi inh,TNAP inh pNP
CC1C/C=C/C=C/C=C/C=C/C(O[C@@H]2O[C@H](C)[C@@H](O)[C@H](N)[C@@H]2O)CC2OC(O)(CC(O)CC3OC3/C=C/C(=O)O1)CC(O)C2C(=O)O (some centres undefined),-8,-14
O=S(=O)(CCSc1ccccn1)c1nc2ccccc2s1,11,5
Cc1onc(-c2ccccc2Cl)c1C(=O)OCC(=O)c1ccc2c(c1)OCCO2,5,7
CC(=O)N1CCN(CCN=CC2=C(O)CC(c3cccs3)CC2=O)CC1 (centres undefined),11,8
CCCc1cc(=O)n2[nH]c(C)c(-c3ccccc3)c2n1,-2,7
COc1ccc(C2CC(C(F)(F)F)n3nc(C(=O)Nc4ccc5c(c4)OCO5)cc3N2)cc1 (centres undefined),2,-11
CCC(C)NC(=O)c1ccccc1C(=O)NC(C)CC (centres undefined),-2,-2
COn1cnnc1-c1ccccc1,7,-1
CC(C)c1nnc(NC(=O)CSc2nc3ccccc3s2)s1,16,3
CCOC(=O)c1c(C)nc2ncccn12,9,0
CCCc1cc(=O)[nH]c(SCC(=O)c2cc(C)n(C(C)COC)c2C)n1 (centres undefined),10,1
Cc1nnc(SCC(=O)NCC2CCCO2)n1-c1ccccc1 (centres undefined),0,-5
Cc1cc(C)n(C(=O)CNC(=O)c2ccc3c(c2)OCCO3)n1,0,0
CCC(C)(C)NC(=O)C(c1cccn1C)N(C(=O)Cn1nnc2ccccc21)c1ccccc1OC (centres undefined),11,6
Cc1ccc(S(=O)(=O)CCC(=O)c2ccc(O)cc2O)cc1,5,2
COc1ccc(-c2noc(CSc3nnc(-c4ccncc4)n3-c3ccc(F)cc3)n2)cc1OC,21,4
O=C(NC1=NCCS1)c1ccc(Cl)s1,10,3
Cc1cc(C)n(-c2cc(-c3ccccc3)nc(C)n2)n1,11,4
Cc1cc(C)cc(-c2nnc(SCC(=O)N3CCN(C(=O)c4ccco4)CC3)o2)c1,5,7
Cc1cc(C)n(C2CCCCC2OC(=O)c2ccccc2)n1 (centres undefined),-3,-2
CC1(C)CCN(Cc2ccccc2)C1CC#N (centres undefined),0,0
COC(=O)c1sc(NC(=O)c2ccc(Cn3cc(Cl)cn3)o2)c(C#N)c1C,9,6
CC(=C1C(=O)c2ccccc2C1=O)N1CCC(C(N)=O)(N2CCCCC2)CC1,2,1
CC(C)C(c1nnnn1C(C)(C)C)N1CCN(c2cccc(Cl)c2)CC1 (centres undefined),-3,-8
C/C(Cl)=C\Cn1c(Nc2cccc(C)c2)nc2c1c(=O)n(C)c(=O)n2C,5,4
COc1ccccc1N1CCN(C2=NS(=O)(=O)c3ccccc32)CC1,14,1
Nc1nc(-c2ccco2)nn1C(=O)CCc1ccccc1,4,-6
O=C(NCCSCc1ccco1)Nc1ccc(Cl)cc1,15,3
O=C(CSc1nnnn1-c1ccc2c(c1)OCCO2)Nc1nc2c(s1)CCCC2,2,2
CN1C(=O)C2(N=c3ccccc3=N2)c2ccccc21,7,2
Brc1cc2[nH]cnc2c2ccccc12,-7,-1
COc1ccc(NC(=O)N[C@@H](CCSC)C(=O)O)cc1Cl,-3,-7
CCOC(=O)C1CCN(C(=O)COc2cccc(C)c2)CC1,5,-4
COCCNC(=O)c1cc2c(=O)n3cccc(C)c3nc2n(Cc2ccncc2)c1=N,7,-4
CCCOc1cc(C)c(S(=O)(=O)n2ccc(C)n2)cc1C,0,0
O=C(CSc1nnc(-c2cccs2)n1Cc1ccco1)Nc1ccc2c(c1)OCO2,11,5

# Another view of part of the listing above:
# Under each structure: TNAP Pi inh	TNAP inh pNP
> CCCOc1cc(C)c(S(=O)(=O)n2ccc(C)n2)cc1C
 : 0	0
> O=C(CSc1nnnn1-c1ccc2c(c1)OCCO2)Nc1nc2c(s1)CCCC2
 : 2	2
> COCCNC(=O)c1cc2c(=O)n3cccc(C)c3nc2n(Cc2ccncc2)c1=N
 : 7	-4

# The list continues:
SMILES,TNAP Pi inh,TNAP inh pNP
CC(C)NC(=O)CN(c1cccc(Br)c1)S(C)(=O)=O,10,4
O=C(Nc1ccc2c(c1)OCO2)c1ccc(S(=O)(=O)NCC2CCCO2)cc1 (centres undefined),11,6
COC(=O)CC(=O)Cc1nc(N)nc(Nc2ccc(C)c(C)c2)n1,8,6
CCOC(=O)c1[nH]c2ccc(OC)cc2c1NC(C)=O,2,-3
COC(=O)c1ccc(C)c(NC(=O)C2COc3ccccc3O2)c1 (centres undefined),13,8
CC(=O)N(Cc1ccccc1)c1ncc2c(n1)c(=O)c(C#N)c1ccccn12,-1,-5
Nc1c(C(=O)OCC2CCCO2)c2nc3ccccc3nc2n1C1CCCCC1 (centres undefined),-9,-12
Nn1c(SCC(=O)Nc2ccc(F)cc2F)nnc1-c1cccnc1,-14,4
COc1ccc(OCC(=O)Nc2ccccc2C(=O)N2CCCC2)cc1,17,3
COc1ccc(N2CCN(C(=O)Cn3nnc(-c4cccs4)n3)CC2)cc1,2,5
COC(=O)Nc1nnc(Cc2ccc(OC)cc2)s1,8,1
Cc1nc(N2CCc3ccccc3C2)[nH]c(=O)c1CCC(C)C,8,1
COCCN(CC(=O)Nc1ccccc1)S(=O)(=O)c1ccc(S(=O)(=O)N2CCCC2)cc1,7,4
O=c1c2c3nc4ccccc4nc3n(-c3ccc4c(c3)OCCO4)c2ncn1C1CCCC1,8,0
CCCC(=O)Nc1nn(CCC)c2nc3ccccc3cc12,4,0
Cc1nc(SCC(=O)Nc2ccc(F)cc2)c2oc3ccccc3c2n1,4,-3
COc1ccc(NC(=O)c2cccc(NC(=O)C3C4CC5OC(=O)C3C5C4)c2)c(OC)c1 (centres undefined),9,2
Cc1nc2ccccc2n1CC(=O)N1CC(=O)Nc2ccccc21,11,8
Cn1c(=O)c2c(nc(NCc3ccco3)n2CCc2ccccc2)n(C)c1=O,-3,5
CC1=CC(C)(C)Nc2cc(C)c(C)cc21,8,3
CN(C(=O)c1cccc(C#N)c1)c1nnc(C2CCCO2)s1 (centres undefined),5,3
Cc1cc(C)c2c(CN3CCN(C/C=C/c4ccccc4)CC3)cc(=O)oc2c1,10,3
Cc1[nH]nc2c1C(c1ccccn1)N(c1ccc(Br)cc1)C2=O (centres undefined),9,6
Cc1cc(NCCOCCO)n2ncc(-c3ccc(Cl)cc3)c2n1,6,1
CCOC(=O)c1nnn(-c2nonc2N)c1-c1ccccc1,6,3
CCOC(=O)C1Cc2cc3c(cc2C1=O)CC(C(=O)OCC)C3=O (centres undefined),7,4
OCCNc1nc(N2CCN(Cc3ccccc3)CC2)nc2ccccc12,14,3
Cc1ccc(S(=O)(=O)N2CCOCC2)c(C)c1-n1cnnn1,16,4
CCOC(=O)c1nn(-c2ccc(OC)cc2)c(=O)c2c(N)scc12,4,1
Cn1c(CN2CCCCC2)nc2cc(NC(=O)c3ccc(F)cc3)ccc21,2,6
CC(=O)N=C(N)Sc1nc2ccccc2[nH]1,4,1
COc1ccc(S(=O)(=O)N(C)CC(=O)Nc2ccccc2C(F)(F)F)cc1,14,5
OC1(Cc2ccn[nH]2)CCCCC1,13,3
COc1nc(-c2ccc(C)cc2)ccc1-c1noc(-c2ccco2)n1,5,2
Cc1cccc(C(C)(C)C)c1OCCn1ccnc1,14,4
CCn1c(COc2cccc(OC)c2)nnc1SCC(=O)Nc1cc(OC)ccc1OC,9,9
COc1ccccc1NC(=O)CC1Nc2ccccc2NC1=O (centres undefined),-1,-2
CCOC(=O)CSCc1c(C#N)c2ccccc2n1C,-5,5
Cc1cccc(N2CN=c3s/c(=C\c4ccncc4)c(=O)n3C2)c1,2,0
CCCCSc1nc(O)c(C2OC(=O)c3c2ccc(OC)c3OC)c(=O)n1C (centres undefined),-14,5
COCCSc1ccccc1C(=O)NCc1ccco1,12,9
O=C(c1cccnc1NCc1ccc(F)cc1)N1CCOCC1,5,2
COc1ccccc1NC(=O)c1ccc(S(=O)(=O)N2CCOCC2)cc1,7,3
O=S(=O)(c1cccc2nsnc12)N1CCN(C/C=C/c2ccccc2)CC1,-2,5
O=C(O)c1cc(S(=O)(=O)NCc2ccco2)c(Cl)cc1Cl,4,6
CC(C)n1c(SCC(=O)c2ccc3c(c2)OCCO3)nc2c1c(=O)n(C)c(=O)n2C,14,6
CC1C[C@@]2(NC(=O)NC2=O)C(C)CN1C (some centres undefined),6,1
CC(C)(C)n1nnnc1C(c1cccc(C#N)c1)N1CCN2CCCC2C1 (centres undefined),9,4
CC(C)CCNc1nc2c(c(=O)n(Cc3cccc(F)c3)c(=O)n2C)n1C,-20,4
Cc1csc(SCCn2c(Br)nc3c2c(=O)[nH]c(=O)n3C)n1,10,6
C/C=C(\C)c1nnc(NC(=O)c2ccco2)s1,9,5
Cc1nc(NC2=NCN(Cc3ccccc3)CN2)nc2ccccc12,9,2
Cc1ccc(S(=O)(=O)Nc2ccc(S(=O)(=O)Nc3ncccn3)cc2)cc1,12,4
COC(=O)Cn1cc(C(=O)c2ccco2)c2ccccc21,-1,-5
CCn1c(SCc2ccc(C#N)cc2)nnc1-c1ccc(S(=O)(=O)N2CCCCC2)cc1,10,1
CCNC(=O)C1CN(S(=O)(=O)c2ccccc2)CCN1S(=O)(=O)c1ccccc1 (centres undefined),7,2
CSc1nc(O)c(Cc2ccccc2)c(=O)[nH]1,-21,1
CCN(CC)c1nc2n(c(=S)n1)CCS2,21,11
COC(=O)c1c(NC(=O)Cc2cccs2)sc(C)c1C,0,0
CCCCC(=O)Nc1ccc(C(=O)NCC(=O)OC)cc1,17,2

# Compound profiles (already shown):
# Shown for CCNC(=O)C1CN(S(=O)(=O)c2ccccc2)CCN1S(=O)(=O)c1ccccc1 (centres undefined) : TNAP Pi inh = 7; TNAP inh pNP = 2
# Shown for Cc1csc(SCCn2c(Br)nc3c2c(=O)[nH]c(=O)n3C)n1 : TNAP Pi inh = 10; TNAP inh pNP = 6

# Additional results follow.
SMILES,TNAP Pi inh,TNAP inh pNP
CC(=O)Nc1ccc(NC(=O)CN(c2ccccc2Cl)S(C)(=O)=O)cc1,9,6
Cc1nc(N2CCN(c3ccccc3)CC2)nc2c1C(=O)CC(C)C2 (centres undefined),11,3
CCOC(=O)Cc1csc(NC(=O)CSc2ncnc3c2cnn3-c2ccccc2Cl)n1,17,6
CCOC(=O)c1c(C)[nH]c(C(=O)COC(=O)CCC(=O)c2ccc3c(c2)OCCO3)c1C,0,0
CCCCn1c(-c2ccccc2)nnc1-c1ccccc1,-17,3
C=CCNc1nc(C2(C)CC3(CC(C)(C)OC3=O)C(=O)O2)cs1 (centres undefined),4,2
O=C(CN(CCc1ccccc1)C(=O)CNS(=O)(=O)c1ccc(F)cc1)NCC1CCCO1 (centres undefined),9,6
O=C(NCc1cccc(Cl)c1)c1ccco1,2,8
CCOC(=O)COn1c2c(c3c4no[n+]([O-])c4ccc31)CCCC2,1,2
COc1ccccc1-c1nc(C#N)c(N2CCc3ccccc3C2)o1,9,6
O=C1COc2ccc(OCc3ccc(F)cc3)cc21,-8,4
CC(C)C(=O)N(Cc1cc2ccccc2[nH]c1=O)C(C)C,4,3
Cc1ccc(C(=O)C2=C(O)C(=O)N(CCN3CCOCC3)C2c2ccccn2)o1 (centres undefined),8,3
CSc1nsc(SCc2ccc(F)cc2)n1,-2,5
O=C(c1ccc(=O)oc1)N1CCOCC1,11,7
N#Cc1cc2c(nc1SCc1nc3ccccc3[nH]1)CCC2,2,1
CC(=O)Nc1ccc2nc(-c3ccccn3)[nH]c2c1,9,1
O=c1cc(CN2CCC3(CC2)OCCO3)c2c(ccc3ccccc32)o1,5,4
N#CC1=C(N)Oc2cc(N)ccc2C1C1CC=CCC1 (centres undefined),10,8
CC1CCCCC12NC(=O)N(CC(=O)NCCc1ccccn1)C2=O (centres undefined),8,4
O=C(O)CNC1=NCCCCC1,9,6
CCOc1cc(C(=O)NCCOC)ccc1OC,0,0
CC(CCc1ccccc1)NCC(O)c1ccc(O)c(C(N)=O)c1 (centres undefined),-6,5
CCOC(=O)c1c(NC(=O)CSc2nc3c(c(=O)n(C)c(=O)n3C)n2CC)sc(C)c1C,8,-1
NC(=O)C1CCN(C(=O)N2c3ccccc3Sc3ccccc32)CC1,8,1
CCc1c(C)c(C#N)c2nc3ccccc3n2c1N(C)C,16,3
O=C(O)c1ccccc1S(=O)(=O)NCC(O)COC1CCCCC1 (centres undefined),10,5
CCC(C(=O)NCc1ccco1)N(C(=O)CNS(=O)(=O)c1ccc(C)cc1)c1ccccc1OC (centres undefined),4,-1
Cc1ccc(OCC(=O)Nc2nnn(C)n2)c(C)c1,13,-1
CCOc1ccc(-c2nnc(-c3cccs3)o2)cc1OCC,12,3
CCOC(=O)N1CC=C2C(C#N)=C(N)C(C#N)(C#N)[C@H](c3ccsc3)[C@H]2C1,11,1
Cn1c(=O)c2c(nc(N3CCCCC3)n2CCSc2nc3ccccc3s2)n(C)c1=O,3,-8
CCn1c(N)c(C(=O)NCc2ccc3c(c2)OCO3)sc1=S,5,-1
C=CCn1c(SCC(=O)Nc2nc3ccccc3s2)nnc1-c1ccccc1O,21,6
CC(=O)C1=C(O)C(=O)N(CCC(=O)O)C1c1cccc(F)c1 (centres undefined),3,8
O=C(c1cccs1)N1CCN(C2CCN(Cc3ccccc3)CC2)CC1,4,0
CCOC(=O)c1ccccc1NC(=O)Nc1ccc(OC)c(OC)c1,2,-2
CCOC(=O)C1(Cc2ccc(O)cc2)NC(c2ccco2)C2C(=O)N(c3ccccc3F)C(=O)C21 (centres undefined),0,0
Cn1c(N)c(C(=O)NCc2ccccc2Cl)sc1=S,-6,-12

# 6 of the compounds above, with two lines to a compound.
# Fields – TNAP Pi inh, TNAP inh pNP
- Cn1c(=O)c2c(nc(N3CCCCC3)n2CCSc2nc3ccccc3s2)n(C)c1=O
    3, -8
- CCOc1ccc(-c2nnc(-c3cccs3)o2)cc1OCC
    12, 3
- Cn1c(N)c(C(=O)NCc2ccccc2Cl)sc1=S
    -6, -12
- O=C(O)c1ccccc1S(=O)(=O)NCC(O)COC1CCCCC1 (centres undefined)
    10, 5
- CCOC(=O)N1CC=C2C(C#N)=C(N)C(C#N)(C#N)[C@H](c3ccsc3)[C@H]2C1
    11, 1
- CCc1c(C)c(C#N)c2nc3ccccc3n2c1N(C)C
    16, 3

# Only part of the results is shown; the hit share may differ from the screen's.
